Screens deposited in PubChem by several laboratories.
NF-kB neuron act: raises NF-kB expression in human neuronal cells; NF-kB reporter expression; stronger effect = higher value; fold change at 12.5 µM; hit rate 1.6% among 190,000; AID 1239; in the data active means fold change above about 3.3
RAM inhibit: inhibitors of the yeast RAM network | S. cerevisiae dse1pr::URA3 reporter, 5-FOA growth OD615, 2 d; analog-sensitive cbk1-as2 kinase mutant strain | inhibition, % at 50 µM | hit rate 1.8% among 190,000 | AID 868;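 active means inhibition above a set limit, 3 SD over mean compound inhibition, cut at about 8.4% in these data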;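 further: 0% = DMSO-only wells with no growth and 100% = 10 µM 1-NA-PP1 full growth; inhibition rescues growth on 5-FOA so higher OD means more RAM inhibition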
FLuc inh counter: inhibits firefly luciferase, flagging false hits in luciferase inhibition screens; inhibition, % at 10 µM; ATPLite firefly luciferase biochemical luminescence, 10 min; hit rate 1.5% among 200,000; P08659;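 active means inhibition above about 50% when tested at 10 µM, limit read from the data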
Target sequence (P08659 whole entry, looked up): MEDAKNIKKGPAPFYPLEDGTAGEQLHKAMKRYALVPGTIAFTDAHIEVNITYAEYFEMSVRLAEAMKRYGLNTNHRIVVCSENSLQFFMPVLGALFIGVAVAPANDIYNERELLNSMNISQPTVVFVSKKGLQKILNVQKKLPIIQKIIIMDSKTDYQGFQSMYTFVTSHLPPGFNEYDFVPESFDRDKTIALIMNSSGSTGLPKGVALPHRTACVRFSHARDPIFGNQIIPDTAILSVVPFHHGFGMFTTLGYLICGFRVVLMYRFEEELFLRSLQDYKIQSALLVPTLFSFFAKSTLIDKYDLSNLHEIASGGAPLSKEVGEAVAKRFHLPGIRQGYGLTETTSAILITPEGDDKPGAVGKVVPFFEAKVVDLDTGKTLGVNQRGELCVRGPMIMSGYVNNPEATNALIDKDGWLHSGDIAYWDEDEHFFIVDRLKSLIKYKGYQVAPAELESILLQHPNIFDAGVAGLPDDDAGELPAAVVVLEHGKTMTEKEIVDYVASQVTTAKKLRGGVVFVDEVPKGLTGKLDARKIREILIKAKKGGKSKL
APP 5'UTR act: APP 5'UTR luciferase reporter activation; AID 1276; hit rate 1% among 190,000; SH-SY5Y APP 5'UTR luciferase reporter, luminescence; zero percent = DMSO vehicle wells; activation, % at 2 µM;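 active means activation above a set limit, based on mean plus 3 SD of controls, cut at about 140% in these data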; further: values of inactives mirror those of a sister screen read the other way
STAT3 blocker: inhibitors of IL-6 induced STAT3 signaling; U3A cells, IL-6 STAT3-luciferase reporter, luminescence; host cell line lacks STAT1; inhibition, % at 5.5 µM; hit rate 0.89% among 190,000; AID 862;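 active means inhibition above the mean inhibition across all screened compounds plus 3 SD, cut at about 44% in these data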;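 further: 0% = DMSO only wells and 100% = 100 µM nifuroxazide control wells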
Hsp70 act: transcriptional activators of Hsp70; HeLa Hsp70 promoter luciferase reporter, luminescence; scaled: vehicle 0, proteasome-inhibitor control 100%; activation, % at 10 µM; hit rate 0.04% among 200,000;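 active means activation above the mean across all tested compounds plus 3 SD, cutoff set per campaign, cut at about 5.5% in these data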;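 further: 100% = MG132 at 30 µM as the positive control and 0% = DMSO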
APP transl inh: APP translation inhibition | SH-SY5Y APP 5'UTR-luciferase reporter, luminescence | inhibition, % at 2 µM | hit rate 0.82% among 190,000;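 active means inhibition above a set limit, derived from the sample mean plus 3 SD, cut at about 45% in these data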; further: values of inactives mirror those of a sister screen read the other way
STAT1 act: STAT1 signaling activation; NIH 3T3 STAT1-luciferase reporter, IFN-gamma, luminescence; 100% = IFN-gamma alone, no compound; activation (% of control), % at 5.5 µM; hit rate 2.6% among 200,000; AID 932;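 active means activation above the screen-wide mean activation plus 3 SD, cut at about 130% in these data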;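 further: raw ratio to IFN-gamma control signal so 100% means no change and 0% no light; values of inactives mirror those of a sister screen read the other way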
STAT3 act: increases IL-6 driven STAT3 reporter signal | U3A cells, IL-6 STAT3-luciferase reporter, luminescence; 100% = signal with IL-6 EC80 alone | activation (% of control), % at 5.6 µM | hit rate 0.91% among 190,000;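 active means activation above the screen-wide mean of compound activation plus 3 SD, cut at about 130% in these data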;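 further: 0% = background luminescence of wells with medium and substrate only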
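Test system: Human STAT1-deficient U3A cells with stable STAT3-luciferase reporter | Also added: Interleukin-6, 33 ng/mL | Timing: Compound pre-incubation 1 h before IL-6, then 6 h stimulation at 37 °C | Technique: Luciferase reporter luminescence | Read-out: Percent of IL-6-only median luminescence | Benchmarks: IL-6-only wells as 100% reference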
STAT1 blocker: reduces IFN-gamma driven STAT1 reporter signal. NIH 3T3 STAT1-luciferase reporter, luminescence. inhibition, % at 5.5 µM. hit rate 0.35% among 200,000. AID 920;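 active means inhibition above a set limit, the mean inhibition across all tested compounds plus 3 SD, cut at about 34% in these data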;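 further: 0% = IFN-gamma with DMSO and 100% = IFN-gamma with 300 µM nifuroxazide; values of inactives mirror those of a sister screen read the other way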
* hit, by the source's call; / = no result given.

SMILES	NF-kB neuron act	RAM inhibit	FLuc inh counter	APP 5'UTR act	STAT3 blocker	Hsp70 act	APP transl inh	STAT1 act	STAT3 act	STAT1 blocker
Oc1ccccc1-c1nnc(COc2ccc(Cl)cc2Cl)o1	2.1	6.1	15	46	-4	0.1	-46	107	108	-7
Cn1c(=O)c2c(nc(NCc3ccccc3)n2CC(=O)NCc2ccccc2)n(C)c1=O	0.87	2.6	-8	1	-6	-0.2	-1	100	107	0
CCN(CC)S(=O)(=O)c1cccc(NC(=O)c2ccc(SC)cc2OC)c1	0.67	3.6	-1	9	10	-0.3	-9	97	92	3
Cc1cc(Nc2ccccc2)n(-c2ccccc2)n1	0.89	0.5	0	-12	2	0.0	12	96	102	4
COc1ccc(-c2[nH]ncc2C=O)cc1	1.2	1.5	-5	-4	-2	0.0	4	102	103	-3
Cc1c(N2C(=O)C(=O)/C(=C(/O)c3ccc(Br)cc3)C2c2cccnc2)c(=O)n(-c2ccccc2)n1C (configuration not stated)	1.2	0.9	-2	-9	6	-0.2	9	102	96	-2
O=c1nc(N(c2ccccc2)c2ccccc2)[nH]c(=O)[nH]1	1.1	0.7	-4	2	2	-0.1	-2	98	101	3
CC1(C)CC(=O)C2=C(C1)N(c1ccccc1)C(N)=C(C#N)C2c1cccnc1 (configuration not stated)	1	2.1	-6	-16	4	-0.3	16	100	99	0
CCOC(=O)c1cccc(NC(=O)CNC(=O)C2CCCCC2)c1	0.92	0.0	2	4	-15	-0.3	-4	103	114	-4
Cc1ccc(S(=O)(=O)/N=C2\SC(CC(=O)Nc3ccc(F)cc3)C(=O)N2c2ccccc2)cc1 (configuration not stated)	0.84	1.9	-2	31	0	-0.2	-31	101	98	-1
CCOC(=O)N1CCN(c2c(NCCc3ccc(OC)c(OC)c3)c(=O)c2=O)CC1	1.1	0.1	-3	-9	12	-0.1	9	100	97	0
CCOC(=S)SCC(=O)Nc1nc(-c2ccccc2)cs1	3.3	3.1	-3	-5	-4	-0.1	5	98	103	3
O=C(C1CC(c2ccc(F)cc2)=NO1)N1CCCc2ccccc21 (configuration not stated)	0.8	0.1	4	3	13	-0.3	-4	100	93	0
Cc1nc(N)sc1C(=O)N/N=C/c1ccco1	1.1	0.7	4	6	9	0.3	-6	105	95	-6
CC(=O)NCC(=O)OCC(=O)c1ccc(Br)cc1	1.2	1.3	-4	1	3	-0.1	-1	97	97	4
COc1ccc(OC)c(C(=O)COC(=O)c2cc(C)oc2C)c1	1.1	0.7	-8	17	22	0.1	-17	101	85	-1
CCOC(=O)C(=O)NCc1ccc(/C=C2/N=C(C)C(C(=O)OCC)=C2O)o1	1.1	-0.6	-6	19	4	-0.2	-19	100	99	-2
Cc1cccc(N(Cc2ccccc2)C(=O)CCl)c1	0.12	0.0	-12	-22	37	-0.3	22	67	72	35*
CC1C/C(=N\Nc2ccc(S(N)(=O)=O)cc2[N+](=O)[O-])CC(C)(C)C1 (configuration not stated)	1.4	0.3	-4	0	-2	-0.4	0	95	105	6
CN(C)c1ccc(CNCCC2(O)CCOC(C)(C)C2)cc1 (configuration not stated)	1.1	1.4	-6	-9	21	0.0	10	106	87	-6
N=c1n(CCO)c2ccccc2n1Cc1ccc(Cl)cc1	0.78	4.6	-4	-8	3	0.0	8	88	100	14
C=CCSc1nc2sc3c(c2c(=O)[nH]1)CCC3	1.2	1.2	0	-7	21	0.1	7	103	88	-6
CCOc1cc(-c2nc(-c3ccccc3OC)no2)cc(OCC)c1OCC	0.82	4.4	-8	30	3	-0.2	-30	97	100	3
Cc1ccccc1NC(=O)CSC(N)=O	1.1	2.1	-6	5	0	-0.2	-5	97	103	4
COc1ccc(NC(=S)N2CCN(Cc3cccc(F)c3)CC2)c(OC)c1	1.1	2.5	-6	-5	0	-0.4	4	99	102	2
Remaining list, next part:
SMILES	NF-kB neuron act	RAM inhibit	FLuc inh counter	APP 5'UTR act	STAT3 blocker	Hsp70 act	APP transl inh	STAT1 act	STAT3 act	STAT1 blocker
C=CCNC(=O)c1ccc(-n2cccc2)cc1	1.8	0.1	20	14	-4	-0.2	-14	113	107	-14
O=C(c1ccccc1)N(NC(=O)C(O)(c1ccccc1)c1ccccc1)c1cccc(F)c1	1.3	4.8	-6	-13	4	-0.2	13	93	96	8
O=S(=O)(c1ccc(Cl)cc1)n1ccc(-c2cccc(OCc3c(F)cccc3Cl)c2)n1	1.3	6.9	-4	-12	-5	-0.3	12	96	106	5
Cc1cc(C(=O)Nc2ccccc2C(F)(F)F)no1	1.2	0.8	-4	25	8	-0.2	-25	99	97	1
CCc1nc(Nc2ccc3c(c2)OCO3)c2oc3ccccc3c2n1	0.38	0.9	-5	-13	16	-0.1	13	110	87	-11
CCSc1sccc1C1C(C#N)=C(N)N(c2cccnc2)C2=C1C(=O)CC(C)(C)C2 (configuration not stated)	1.6	1.2	-4	-16	10	-0.1	16	95	95	4
O=C1CC(c2ccc(Cl)cc2)n2nc(N3C(=O)c4ccccc4C3=O)nc2N1 (configuration not stated)	1.1	0.5	-2	-8	-5	-0.2	8	97	108	3
O=C(OCC(=O)c1c[nH]c2ccccc12)c1ccc([N+](=O)[O-])s1	/	1.2	0	2	-34	-0.1	-2	87	135*	13
CC(=O)c1ccc(NC(=O)CSc2nnc(-c3ccoc3C)n2Cc2ccccc2)cc1	0.83	5.5	-8	-5	13	0.1	5	97	93	3
Cc1cccn2c(=O)c3cc(S(=O)(=O)c4ccccc4)c(=N)n(Cc4ccco4)c3nc12	0.96	-0.4	-4	13	13	0.1	-13	100	94	0
Cc1ccc(OCC(=O)N/N=C/c2cn(Cc3ccccc3)c3ccccc23)cc1	0.94	2.6	-4	-16	13	-0.3	16	85	91	17
Clc1cc(Br)ccc1OCCN1CCOCC1	1.3	1.7	-1	9	4	-0.4	-9	109	98	-10
O=C1/C(=C\c2ccc(-c3ccccc3Cl)o2)SC(=S)N1CC1CCCO1 (configuration not stated)	1.1	2.9	1	4	10	-0.2	-4	96	98	4
O=C(CSc1nnc(CNc2ccc(F)cc2)o1)OC1CCCCC1	0.94	2.5	-8	1	2	-0.2	-1	108	99	-8
CC(C)Cn1c(-c2cccs2)nc2nc3ccccc3nc21	0.72	-0.1	-6	10	12	-0.2	-10	94	96	6
CC(=O)c1cccc(NC(=O)N2CCCC2C(=O)NCc2ccc(C)cc2)c1 (configuration not stated)	1.1	0.6	-8	10	6	-0.4	-10	98	97	2
CC1=C(C(=O)Nc2ccc(F)cc2)C(c2ccncc2)C2=C(CCCC2=O)N1 (configuration not stated)	1.1	1.3	0	2	-6	-0.1	-2	110	108	-10
COCCn1c(C)cc(C(=O)COC(=O)CNC(=O)c2ccccc2)c1C	1	-0.3	-6	-7	26	-0.1	7	96	78	4
O=c1cc(N2CCc3ccccc3C2)[nH]c(=O)n1-c1ccc(Cl)cc1	1	2.4	-1	13	12	0.0	-13	101	91	-1
CCc1nnc(NC(=O)CSc2nnc(-c3ccoc3C)n2-c2ccc(C)cc2)s1	0.9	0.2	-9	6	-5	0.5	-6	104	107	-4
O=C(Cn1cccn1)c1ccccc1	0.94	1.2	-8	-9	5	-0.1	9	102	102	-3
CC(C)(C)NC(=O)CN(Cc1cccnc1)C(=O)c1csnn1	1.2	-1.1	-5	6	-3	-0.3	-6	106	105	-6
COc1ccc(-c2c[n+]3c(n2-c2ccccc2)SCC3)cc1OC	0.9	1.9	-3	31	0	-0.2	-31	96	102	4
O=C(CCCCl)NC1=NN(c2ccccc2)C(=O)C1	1.3	-0.1	0	-3	-1	-0.1	3	98	102	2
CCC(NS(=O)(=O)c1c(C)[nH]c(=O)[nH]c1=O)C12CC3CC(CC(C3)C1)C2 (configuration not stated)	1	0.0	-10	18	12	-0.4	-18	99	94	-1
Other structures
SMILES	NF-kB neuron act	RAM inhibit	FLuc inh counter	APP 5'UTR act	STAT3 blocker	Hsp70 act	APP transl inh	STAT1 act	STAT3 act	STAT1 blocker
Fc1ccc(Sc2ccccc2CNC2=NCCN2)cc1	1.3	1.0	-5	14	46*	-0.5	-14	88	63	13
CCc1ccc(CN(C)C(=O)CCc2nnc(COc3ccccc3)o2)cc1	2.6	0.5	-6	35	-1	-0.1	-35	117	106	-18
CC(C)n1nc(C(=O)Oc2cccc(Cl)c2Cl)c2ccccc2c1=O	0.95	2.4	-5	-3	-6	-0.2	3	98	100	2
CCCCOC(=O)/C(=C/c1cn(C)c2ccccc12)NC(=O)c1ccc(OC)cc1	1.1	2.5	0	-15	8	0.2	15	95	96	6
CCc1c(C)nc(N)n2c(SCC(=O)Nc3ccccc3)nnc12	1.1	0.9	-8	12	9	-0.1	-12	97	94	4
CN(Cc1ccccc1)CC(O)COc1ccc(CNCCCOc2cccnc2)cc1 (configuration not stated)	0.83	-0.2	-4	16	6	0.2	-16	95	99	3
COC(=O)c1c(NC(=O)CN2C(=O)C(=O)N(CC(C)C)C2=O)sc2c1CCCCC2	1	2.8	-3	-3	-11	-0.4	3	105	108	-6
Cc1ccc(CNC(=O)COC(=O)CSc2cc(C)c(Br)cc2C)cc1	1.1	0.9	-6	0	-5	-0.3	0	96	100	5
CCN1CCN(C(=O)C2CCN(Cc3cc(Cl)ccc3O)CC2)CC1	1	2.4	-7	-4	8	-0.3	4	94	99	6
O=C1CN(C(=O)COC(=O)CNS(=O)(=O)c2ccccc2)c2ccccc2N1	1.2	2.0	-12	8	0	-0.3	-8	92	102	8
COc1ccc(-n2c(SCC(=O)N3CCc4ccccc43)nnc2-c2c[nH]c3ccccc23)cc1	1	7.1	-7	-5	0	-0.4	5	104	100	-5
COC(=O)c1ccc(NC(=O)c2ccc(NC(=O)C3CCCO3)cc2)cc1 (configuration not stated)	0.97	1.8	0	15	34	0.2	-14	95	74	5
CC(=O)N1CC=C2C(C#N)=C(N)C(C#N)(C#N)C(CCc3ccccc3)C2C1 (configuration not stated)	1	1.1	1	-12	-24	-0.2	12	100	127	-1
CCN(CC)S(=O)(=O)N1CCC(C(=O)NC2CCCc3ccccc32)CC1 (configuration not stated)	1.2	0.7	-5	-6	11	-0.3	6	90	94	11
CNC(=O)c1ccc(-c2sc3nc(N4CCOCC4)c4c(c3c2N)CC(C)(C)OC4)o1	1.1	4.9	0	-6	29	0.0	6	93	78	8
COc1ccc(NC(=O)Nc2ccccc2C(=O)N2CCCC2)cc1	1.1	1.1	3	/	4	0.1	-9	93	99	3
COc1ccccc1-c1n[nH]c2c1[C@H](C)CC[C@H]2C(C)C	0.96	-0.9	6	9	4	0.0	-9	101	104	-1

Entries from the list above with bromine, in the order listed:
SMILES	NF-kB neuron act	RAM inhibit	FLuc inh counter	APP 5'UTR act	STAT3 blocker	Hsp70 act	APP transl inh	STAT1 act	STAT3 act	STAT1 blocker
Cc1c(N2C(=O)C(=O)/C(=C(/O)c3ccc(Br)cc3)C2c2cccnc2)c(=O)n(-c2ccccc2)n1C (configuration not stated)	1.2	0.9	-2	-9	6	-0.2	9	102	96	-2
CC(=O)NCC(=O)OCC(=O)c1ccc(Br)cc1	1.2	1.3	-4	1	3	-0.1	-1	97	97	4
Clc1cc(Br)ccc1OCCN1CCOCC1	1.3	1.7	-1	9	4	-0.4	-9	109	98	-10
Cc1ccc(CNC(=O)COC(=O)CSc2cc(C)c(Br)cc2C)cc1	1.1	0.9	-6	0	-5	-0.3	0	96	100	5
